CSN deneddyl inh: inhibitors of human CSN-mediated cullin deneddylation; Q92905; Purified CSN, SCF-Nedd8-OG deneddylation, fluorescence polarization; inhibition, % at 12.5 µM; actives 0.38% (n = 360,000);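 active = pattern-corrected inhibition above about 35%, with an unprinted fluorescence ratio check between 0.5 and 1.5, limit read from the data, passing the limit was not always enough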;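 note: 0% = enzyme with substrate and 100% = substrate without enzyme; some results filed as inactive read as strong as hits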
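Schedule: reaction 90 min, room temperature / Assay system: HEK293T-derived human Csn5 enzyme / Input: Csn5 at 0.24 nM final / Measure: inhibition of Csn5 cleavage, % / Control set: substrate-only high control, full reaction low control / Technique: fluorescence polarization of the substrate / Buffer or medium: Tris/NaCl/DTT buffer, pH 7.5 / Reagent: SCFSkp2-Nedd8OG substrate at 10 nM final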
MT1-MMP act inh: MT1-MMP (human) activation inhibition; GFP/RFP ratio change, % at 20 µM; actives 0.061% (n = 360,000); HT1080 RFP-PRO-GFP cells, GFP/RFP ratio fluorescence, overnight; percent of plate control window, DMSO zero; P50281;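 active = GFP/RFP ratio change of at least 30% with cell ATP level not reduced by more than half and red fluorescence within 50% of control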; note: strong numbers were not always called active
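Material – HT1080 RFP-PRO-GFP cells · Control set – DMSO wells and RFP-L50D-GFP cells · Incubation – overnight cell settling, then overnight compound exposure, 37 °C, 5% CO2 · Compound dosing – single-point 20 µM compound, 1% DMSO · Read-out – GFP/RFP fluorescence ratio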
E coli Lon inh: E. coli protease La inhibition; P0A9M0; purified E. coli Lon protease, fluorescence polarization; inhibition, % at 7.94 µM; actives 0.42% (n = 360,000); in the data active = inhibition above about 13%, passing the limit was not always enough;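 note: 0% = enzyme with probe and DMSO and 100% = no enzyme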
Target sequence (P0A9M0 whole entry, looked up): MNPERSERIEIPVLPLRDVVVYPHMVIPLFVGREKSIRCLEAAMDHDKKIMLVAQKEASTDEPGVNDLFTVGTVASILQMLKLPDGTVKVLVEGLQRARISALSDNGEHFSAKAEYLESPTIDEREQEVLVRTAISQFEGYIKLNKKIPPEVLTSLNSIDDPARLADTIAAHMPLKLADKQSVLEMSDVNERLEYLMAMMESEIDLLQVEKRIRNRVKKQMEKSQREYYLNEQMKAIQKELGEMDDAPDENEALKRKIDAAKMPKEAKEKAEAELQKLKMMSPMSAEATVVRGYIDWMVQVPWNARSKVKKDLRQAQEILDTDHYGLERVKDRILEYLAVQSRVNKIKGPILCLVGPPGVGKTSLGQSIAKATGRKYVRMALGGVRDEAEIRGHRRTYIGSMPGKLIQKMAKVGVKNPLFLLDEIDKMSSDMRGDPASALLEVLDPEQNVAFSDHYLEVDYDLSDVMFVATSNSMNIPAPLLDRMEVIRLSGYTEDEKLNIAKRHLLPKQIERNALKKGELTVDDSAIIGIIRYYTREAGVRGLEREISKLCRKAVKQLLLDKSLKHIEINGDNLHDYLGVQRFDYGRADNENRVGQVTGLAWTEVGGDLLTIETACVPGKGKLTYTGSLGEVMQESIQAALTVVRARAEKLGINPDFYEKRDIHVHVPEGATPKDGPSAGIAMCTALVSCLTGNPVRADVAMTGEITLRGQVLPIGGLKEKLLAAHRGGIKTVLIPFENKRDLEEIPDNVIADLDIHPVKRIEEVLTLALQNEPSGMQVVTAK
Rin1-Abl PPI inh: blocks binding of human Rin1 to Abl | AID 588664 | inhibition, % at 7.35 µM | TR-FRET Rin1/Abl binding, biochemical | P00519+Q13671 | actives 0.4% (n = 360,000); in the data active = inhibition above about 5%, passing the limit was not always enough
MLLE-PAM2 inh: blocks PAM2 peptide binding to the PABP1 MLLE domain | P11940 | GST-MLLE / FITC-PAM2 fluorescence polarization | inhibition, % at 20 µM | actives 0.36% (n = 360,000); in the data active = inhibition above about 35%, passing the limit was not always enough;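 note: plate controls were DMSO wells with GST-MLLE for no effect and wells lacking GST-MLLE protein for full effect; some results filed as inactive read as strong as hits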
Rpn11 inh: inhibitors of human proteasome Rpn11; calls only at 20 µM; O00487; human 26S proteasome, Ub4-pepOG fluorescence polarization; 20S core pre-blocked with epoxomicin; actives 0.59% (n = 360,000); AID 588493;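 active = inhibition at 20 µM, scaled to each plate's controls, above about 33%, limit read from the data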
Target sequence (O00487 whole entry, looked up): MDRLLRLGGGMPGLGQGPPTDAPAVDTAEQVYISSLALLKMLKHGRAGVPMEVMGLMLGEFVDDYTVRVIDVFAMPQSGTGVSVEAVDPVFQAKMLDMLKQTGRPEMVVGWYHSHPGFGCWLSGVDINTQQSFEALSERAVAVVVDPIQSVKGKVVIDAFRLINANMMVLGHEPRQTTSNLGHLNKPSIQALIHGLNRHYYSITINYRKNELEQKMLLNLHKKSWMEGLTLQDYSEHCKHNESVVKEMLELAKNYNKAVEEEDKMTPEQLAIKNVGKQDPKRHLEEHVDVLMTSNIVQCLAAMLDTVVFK
bovine MsrA act: bovine methionine sulfoxide reductase A activation; purified bovine MsrA, absorbance read-out; activation, % at 10.6 µM; actives 0.3% (n = 360,000); AID 602163; in the data active = activation above about 7.5%;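 note: 0% = vehicle and 100% = reference activator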
FAS TE block: blocks the thioesterase domain of human fatty acid synthase. recombinant FAS-TE, OMFH fluorogenic substrate, fluorescence endpoint. AID 602261. actives 0.67% (n = 360,000). inhibition, % at 15 µM;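 active = compounds whose normalised, plate-corrected inhibition of enzyme fluorescence in the single-dose primary screen is 50% or more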;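 note: 0% = DMSO with enzyme and 100% = substrate without enzyme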
MsrA inh: inhibits bovine methionine sulfoxide reductase A | AID 651718 | inhibition, % at 15.5 µM | actives 0.75% (n = 360,000) | purified bovine MsrA, absorbance read-out; in the data active = inhibition above about 4.5%;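 note: 0% = vehicle wells with enzyme and 100% = reference inhibitor wells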
Numbers without * were called inactive; i = inactive.

1	Cc1ccccc1NC(=O)C(=O)Nc1ccccc1C
2	Cc1ccc(S(=O)(=O)N2CCOC23CCN(S(=O)(=O)c2c(C)cc(C)cc2C)CC3)cc1
3	Cc1ccccc1-n1c(Cn2c(=O)sc3ccccc32)nnc1SCC(=O)N1CCOCC1
4	O=C(CN(C(=O)CNS(=O)(=O)c1ccccc1)c1ccc2c(c1)OCCO2)NC1CCCCC1
5	COC(=O)c1c(NC(=O)COC(=O)CCc2ccc(S(=O)(=O)N3CCOCC3)cc2)sc2c1CCC2
6	Cc1c(C(=O)NCc2cccnc2)sc2nc(-c3ccccc3)cn12
7	COc1ccc(C(=O)N2CCNC(=O)C2CC(=O)Nc2ccc(C)c(C)c2)cc1 (configuration not stated)
8	C=C1CCC[C@]2(C)C[C@H]3OC(=O)C(CN[C@@H](C)c4ccccc4)[C@H]3CC12 (some centres not stated)

entry no.	1	2	3	4	5	6	7	8
CSN deneddyl inh	-1	4	0	1	2	6	-3	4
MT1-MMP act inh	2	-5	-3	-2	5	0	1	-5
E coli Lon inh	4	12	1	-14	11	-8	-2	1
Rin1-Abl PPI inh	3	0	1	0	1	0	-1	3
MLLE-PAM2 inh	-3	-5	15	2	-9	-4	-15	-17
Rpn11 inh	i	i	i	i	i	i	i	i
bovine MsrA act	-4	1	-3	-3	-12	1	-1	-6
FAS TE block	-2	27	-6	4	29	-4	-4	12
MsrA inh	-1.3	1.1	-1.2	3.2	2.0	0.1	-1.8	0.5

9	COc1ccccc1N1CCN(C2CCCN(C(=O)c3ccccn3)C2)CC1 (configuration not stated)
10	CCOc1ccc(C(=O)Nc2ccc(N3CCN(C(=O)c4ccco4)CC3)cc2)cc1Br
11	Cc1noc(C)c1S(=O)(=O)N(CC(=O)NCc1ccc(Cl)cc1)c1ccc2c(c1)OCO2
12	COCCN1C[C@@H](CO)O[C@@H](n2cnc3c(NC4CCCC4)ncnc32)C1
13	O=C(c1c(Cl)cccc1Cl)N1CCN(c2ncccn2)CC1
14	CCC(C)c1ccc(NC(=O)N2CCOCC2)cc1 (configuration not stated)
15	Cc1ccc(S(=O)(=O)CC(CN2CCCCC2)N2CCCCC2)cc1 (configuration not stated)
16	Cc1ccccc1C(=O)NNC(=O)CCc1ccccc1

entry no.	9	10	11	12	13	14	15	16
CSN deneddyl inh	-2	44*	-3	-3	1	0	-4	-6
MT1-MMP act inh	-1	-1	-6	0	-4	-2	-9	-2
E coli Lon inh	-5	7	-3	-9	-4	1	-7	5
Rin1-Abl PPI inh	2	1	-1	1	0	-1	0	1
MLLE-PAM2 inh	-2	-13	1	-3	3	-7	2	6
Rpn11 inh	i	i	i	i	i	i	i	i
bovine MsrA act	-4	-9	-9	0	-1	-5	-10	-2
FAS TE block	-4	-1	18	-6	-3	-9	-8	-2
MsrA inh	0.2	-0.2	0.5	-0.6	0.2	0.5	-0.2	-0.2

Entries above that bear a hit mark in CSN deneddyl inh.
item	Structure	CSN deneddyl inh	MT1-MMP act inh	E coli Lon inh	Rin1-Abl PPI inh	MLLE-PAM2 inh	Rpn11 inh	bovine MsrA act	MsrA inh
10	CCOc1ccc(C(=O)Nc2ccc(N3CCN(C(=O)c4ccco4)CC3)cc2)cc1Br	44*	-1	7	1	-13	i	-9	-0.2

Remaining list, next part.
17	CC(C)(C)OC(=O)COc1ccc(/C=N/NC(=O)CN2CCCCC2)cc1
18	Fc1ccccc1CN1CCCN(C(=S)Nc2cccc(Cl)c2)C1
19	CCc1cc2c(=O)n3c(nc2s1)-c1[nH]c2ccc(OC)cc2c1CC3
20	FC(F)Oc1ccc(NC(=S)N2CCN(Cc3ccccc3)CC2)cc1
21	COc1ccccc1N(CC(O)CN(c1ccccc1)S(C)(=O)=O)S(=O)(=O)c1ccccc1 (configuration not stated)
22	Cc1ccc(C2=NN(C(=O)CNCCO)C(c3cccs3)C2)cc1 (configuration not stated)
23	CCC(C)n1c(SCC(=O)NCc2ccco2)nnc1-c1cccc(S(=O)(=O)N2CCOCC2)c1 (configuration not stated)
24	COc1ccc(C(=O)NC(=S)Nc2ccccc2N2CCCCC2)cc1[N+](=O)[O-]

entry no.	17	18	19	20	21	22	23	24
CSN deneddyl inh	6	-2	-5	7	-1	7	-6	-7
MT1-MMP act inh	1	-3	-4	2	-1	-4	-1	-7
E coli Lon inh	-1	-2	3	-1	-10	-13	-1	-7
Rin1-Abl PPI inh	1	2	-3	1	0	-1	4	-4
MLLE-PAM2 inh	13	18	3	-94	9	-13	-8	24
Rpn11 inh	i	i	i	i	i	i	i	i
bovine MsrA act	-1	1	-10	-13	-9	2	-9	-3
FAS TE block	-4	9	-4	4	-8	-3	-7	31
MsrA inh	0.5	0.5	-0.7	0.0	-0.6	2.3	-1.2	2.2

An excerpt from above in order of their number in E coli Lon inh, descending.
| item | canonical_smiles | CSN deneddyl inh | MT1-MMP act inh | E coli Lon inh | Rin1-Abl PPI inh | MLLE-PAM2 inh | Rpn11 inh | bovine MsrA act | MsrA inh |
| --- | --- | --- | --- | --- | --- | --- | --- | --- | --- |
| 3 | Cc1ccccc1-n1c(Cn2c(=O)sc3ccccc32)nnc1SCC(=O)N1CCOCC1 | 0 | -3 | 1 | 1 | 15 | i | -3 | -1.2 |
| 11 | Cc1noc(C)c1S(=O)(=O)N(CC(=O)NCc1ccc(Cl)cc1)c1ccc2c(c1)OCO2 | -3 | -6 | -3 | -1 | 1 | i | -9 | 0.5 |
| 21 | COc1ccccc1N(CC(O)CN(c1ccccc1)S(C)(=O)=O)S(=O)(=O)c1ccccc1 (configuration not stated) | -1 | -1 | -10 | 0 | 9 | i | -9 | -0.6 |

Taken from the listing (2 entries):
23	CCC(C)n1c(SCC(=O)NCc2ccco2)nnc1-c1cccc(S(=O)(=O)N2CCOCC2)c1 (configuration not stated)
24	COc1ccc(C(=O)NC(=S)Nc2ccccc2N2CCCCC2)cc1[N+](=O)[O-]

entry no.	23	24
CSN deneddyl inh	-6	-7
MT1-MMP act inh	-1	-7
E coli Lon inh	-1	-7
Rin1-Abl PPI inh	4	-4
MLLE-PAM2 inh	-8	24
Rpn11 inh	i	i
bovine MsrA act	-9	-3
FAS TE block	-7	31
MsrA inh	-1.2	2.2

Remaining list, next part.
25	O=C1CCc2cc(S(=O)(=O)NCCC(=O)NC3CCCCC3)ccc2N1
26	COc1ccc(OC)c(NC(=O)c2nnn(CCc3ccccc3)c2N)c1
27	O=[N+]([O-])c1ccc(NCc2ccccc2)nc1
28	C[C@H]1CN([C@@H](C)CO)S(=O)(=O)c2ccc(Br)cc2O[C@H]1CN(C)Cc1ccccc1
29	Cn1c(SCC(=O)NC2CCCCC2)nnc1-c1cc2cc(Cl)ccc2o1
30	Cc1cc(N2CCN(C(=O)Nc3ccccc3C#N)CC2)c2ccccc2n1
31	CCOC(=O)C(Cc1ccccc1)NC(=O)CCc1c(C)nc2nc(C)nn2c1C (configuration not stated)
32	COc1ccc(NC(=S)NCCc2ccccc2)c(OC)c1

entry no.	25	26	27	28	29	30	31	32
CSN deneddyl inh	-2	-2	-15	-1	6	-2	5	1
MT1-MMP act inh	-2	-3	-1	-4	5	-2	3	4
E coli Lon inh	5	-2	7	5	2	-1	1	-5
Rin1-Abl PPI inh	0	1	-1	-1	1	-6	-1	-2
MLLE-PAM2 inh	-7	10	3	-1	-94	19	-6	-13
Rpn11 inh	i	i	i	i	i	i	i	i
bovine MsrA act	-1	-2	-3	-3	0	-6	-5	0
FAS TE block	-9	2	0	8	3	-2	-4	-4
MsrA inh	-1.3	0.3	1.9	-1.5	-0.2	1.6	-1.2	0.4

33	C=C(C)C1CC=C(C)/C(=N/NC(=O)COc2ccc(Cl)cc2)C1 (configuration not stated)
34	COC(=O)c1cc(C#N)c(OC(C)C)nc1C
35	COc1cccc(N2CCN(C(=O)c3cccc(N4C(=O)NC5CC4(C)Oc4c(OC)cccc45)c3)CC2)c1 (configuration not stated)
36	CCOC(=O)C1=C(C)N(CCCCCC(=O)O)C(=O)NC1c1ccccc1Cl (configuration not stated)
37	Cc1csc(NC(=O)CCCC(=O)O)c1-c1nc2ccccc2s1
38	CCC1CCCCN1C(=O)CSc1nnc(N)s1 (configuration not stated)
39	Cc1cccc(OCCOC(=O)c2c(-c3ccccc3)noc2C)c1
40	O=C(OCc1nnc(-c2cccs2)o1)c1cccnc1Cl

entry no.	33	34	35	36	37	38	39	40
CSN deneddyl inh	-10	1	-3	-3	0	-3	-3	-2
MT1-MMP act inh	0	-3	-2	7	-4	2	-4	-1
E coli Lon inh	4	0	-4	-1	1	-2	-4	-3
Rin1-Abl PPI inh	-3	2	5	0	-2	3	0	3
MLLE-PAM2 inh	2	10	-1	5	12	-10	7	2
Rpn11 inh	i	i	i	i	i	i	i	i
bovine MsrA act	-2	-9	-2	-2	0	-1	-2	-4
FAS TE block	-7	-8	-8	-12	-4	-6	25	-4
MsrA inh	-0.1	3.1	1.4	0.1	-0.2	-0.3	0.8	0.4

41	CCOc1ccccc1NC(=O)c1cc(S(=O)(=O)NCc2ccco2)ccc1F
42	COc1cc(C(C)=O)ccc1Oc1ncnc2c1cnn2-c1cccc(Cl)c1
43	COc1cccc(OC)c1OCCN1CCC(C(=O)NC(c2ccccc2)c2ncccc2C)CC1 (configuration not stated)
44	Cc1ccc(S(=O)(=O)N2CCN(C(=O)COC(=O)C3(C)CC3(Cl)Cl)CC2)c(C)c1 (configuration not stated)
45	C=C1CCN([C@@H](CC(C)C)C(=O)NCc2ccccc2)S(=O)(=O)c2ccccc21
46	CCCCCNC(=O)c1ccc2c(=O)n(CCCN3CCCC3=O)c(=S)[nH]c2c1
47	CCCCCCC(CC(=O)NCc1cccnc1)CC(=O)NCc1cccnc1
48	Cc1ccc2c(C(=O)CN3CC(C)CC(C)C3)c(C)[nH]c2c1 (configuration not stated)

entry no.	41	42	43	44	45	46	47	48
CSN deneddyl inh	2	7	3	-4	-4	-2	-2	-1
MT1-MMP act inh	1	0	3	0	-3	4	-1	-8
E coli Lon inh	5	18	-4	-7	15	1	-6	2
Rin1-Abl PPI inh	0	6	-5	0	5	3	-1	-2
MLLE-PAM2 inh	0	3	-8	14	12	-66	-9	-4
Rpn11 inh	i	i	i	i	i	i	i	i
bovine MsrA act	0	-4	-2	1	-4	-5	-1	-1
FAS TE block	16	3	-2	23	12	-3	2	-1
MsrA inh	1.6	-0.5	-0.8	-1.0	-0.9	-0.5	0.3	2.5

49	CC(C)OC(=O)c1cc2c(ccn2C)n1CC(=O)N(Cc1ccccc1)c1ccc(F)cc1
50	Cc1ccc(-c2csc(NC(=O)Cn3[nH]c(=O)c4ccccc4c3=O)n2)cc1
51	CCCOC(=O)C1C2C=CC3(CN(c4ccc(Cl)c(F)c4)C(=O)C13)O2 (configuration not stated)
52	Cc1nnc(SCC2=C(C(=O)O)N3C(=O)C(NC(=O)c4cccc(F)c4F)C3SC2)s1 (configuration not stated)

entry no.	49	50	51	52
CSN deneddyl inh	0	8	-5	14
MT1-MMP act inh	0	-2	0	-4
E coli Lon inh	12	-17	-2	8
Rin1-Abl PPI inh	-1	1	0	-1
MLLE-PAM2 inh	5	-4	-5	30
Rpn11 inh	i	i	i	i
bovine MsrA act	1	-1	-2	1
FAS TE block	34	-12	24	-1
MsrA inh	1.2	0.4	0.7	-0.2
